# OX1R antag-1 = OX1R (HCRTR1) antagonists, primary screen, fluorescence, CHO/OX1R cells, Fluo-8 calcium, orexin A. Fluo-8 calcium fluorescence. inhibition, % at 5 µM. hit rate 0.43% among 330,000. AID 434989, 2010;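 active means inhibition above its plate's threshold, mean inhibition of all tested compounds on the plate plus 3 SD, cut at about 37% in these data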;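 further: 0% = orexin A challenge wells and 100% = SB-334867-A antagonist wells; not every result past the cut was called active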
# Target sequence (O43613 whole entry, looked up): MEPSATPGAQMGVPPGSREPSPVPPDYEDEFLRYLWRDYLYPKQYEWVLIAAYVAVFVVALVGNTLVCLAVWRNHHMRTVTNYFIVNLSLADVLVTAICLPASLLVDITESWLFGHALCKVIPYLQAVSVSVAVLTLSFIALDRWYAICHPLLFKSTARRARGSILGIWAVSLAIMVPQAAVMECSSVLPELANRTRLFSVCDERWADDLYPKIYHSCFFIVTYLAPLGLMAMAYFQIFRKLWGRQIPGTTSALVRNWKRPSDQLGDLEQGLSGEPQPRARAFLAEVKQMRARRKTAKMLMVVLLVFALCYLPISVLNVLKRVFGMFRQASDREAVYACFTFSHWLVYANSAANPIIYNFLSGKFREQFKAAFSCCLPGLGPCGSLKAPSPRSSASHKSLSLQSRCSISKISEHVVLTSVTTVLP
# OX1R antag-2 = antagonists of human orexin 1 receptor (OX1R); Orexin/Hypocretin receptor type 1 (Homo sapiens), O43613; OX1R-expressing cells, FRET antagonist read-out; inhibition, % at 6.6 µM; hit rate 1.8% among 330,000; AID 485270, 2010; in the data active means inhibition mostly above about 38%, no sharp cut-off; inactive means mostly below about 40%;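 further: 0% = agonist challenge alone and 100% = reference antagonist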
# Numbers without * were called inactive. Hits appear at their usual frequency. Share with any hit: about 2.1%.
SMILES,OX1R antag-1,OX1R antag-2
O=C1C2C3C=CC(C3)C2C(=O)N1c1ccc2ccccc2c1 (stereo unspecified),-3,12
CC(=O)C1=C(C)N(Cc2ccco2)C(=O)C1(NC(=O)C1CCCCC1)C(F)(F)F (stereo unspecified),-20,8
Cc1ccc2nc(Nc3ccc(C)c(Cl)c3)c3nncn3c2c1,-41,2
CC(C)NC(=O)N(C)C[C@H]1Oc2ccc(NC(=O)NC3CCCCC3)cc2C(=O)N([C@H](C)CO)C[C@@H]1C,8,12
O=C(O)/C=C\C(=O)Nc1ccc(Oc2ccccc2)cc1,-9,10
C=C1CCC[C@]2(C)C[C@H]3OC(=O)C(CNC(C)(CO)CO)[C@H]3CC12 (stereo partly specified),6,0
COc1cc(/C=C(\NC(=O)c2cc(OC)c(OC)c(OC)c2)C(=O)NC(C(=O)O)c2ccccc2)cc(OC)c1OC (stereo unspecified),-4,16
CCCCc1c(O)nc2sc3cc(OC)ccc3n2c1=O,-16,23
Cc1nc2nc[nH]n2c(=O)c1NS(=O)(=O)c1ccc([N+](=O)[O-])cc1,-8,44*
COc1ccc2c(Cl)c(C(=O)NCCCn3ccnc3)sc2c1,-15,13
COCCn1c(=N)c(C(=O)NCc2ccco2)cc2c(=O)n3ccccc3nc21,-35,167*
COc1ccc(-n2cc(C(=O)O)c3ccccc3c2=O)cc1,-9,8
O=C(NC(=S)Nc1ncccn1)c1ccc(F)cc1,-8,15
Cc1cc([N+](=O)[O-])nn1CC(=O)NC(C)c1ccccc1 (stereo unspecified),-7,12
Cc1ccccc1CC(=O)NC1CCN(Cc2ccccc2)CC1,-13,26

# Full records as entered above:
# Listed for O=C1C2C3C=CC(C3)C2C(=O)N1c1ccc2ccccc2c1 (stereo unspecified) : OX1R antag-1: -3; OX1R antag-2: 12
# Listed for CCCCc1c(O)nc2sc3cc(OC)ccc3n2c1=O : OX1R antag-1: -16; OX1R antag-2: 23

# Further records follow:
SMILES,OX1R antag-1,OX1R antag-2
COc1ccc(Cn2nnc3c(=O)[nH]c(C4CCCN(C(=O)c5ccccc5)C4)nc32)cc1 (stereo unspecified),-47,3
CCCCOC(=O)Nc1ccc(N2CCOCC2)cc1,-11,17
CCCc1cc(=S)n2c([nH]c3ccccc32)c1C#N,-27,11
O=C(Nc1ccc(S(=O)(=O)N2CCCCCC2)cc1)c1[nH]ncc1[N+](=O)[O-],-14,2
CCn1c(=O)c2c(nc(SCC(=O)N3CCC(C)CC3)n2C)n(C)c1=O,-19,5
Cc1cccc(NC(=O)c2ccc(N3C(=O)C4C5C=CC(C6CC56)C4C3=O)cc2)c1 (stereo unspecified),33,18
S=C(NCc1ccccn1)Nc1cccc(Cl)c1,-12,9
O=[N+]([O-])c1ccc(C(O)CN2CCN(C/C=C/c3ccccc3)CC2)cc1 (stereo unspecified),-8,7
COc1ccc(Cl)cc1NC(=O)CN(C)C(=O)c1n[nH]c2ccccc12,-25,14
Cc1ccc(C2=NN(CC(=O)O)C(=O)CC2)cc1,-12,0
CCCC(=O)N1CCCC(c2nc(-c3cccs3)no2)C1 (stereo unspecified),-16,36
CN(C)C(=S)Nc1cccc(F)c1,-11,4
O=C(CNCc1ccc(Cl)cc1)Nc1ccc2c(c1)OCCO2,-8,8
COCCn1c(C)cc(C(=O)COC(=O)c2ccc(N3CCCC3=O)cc2)c1C,-21,19
CCn1c2ccccc2c2cc(/C=N/NC(=O)c3ccc(O)cc3)ccc21,9,76*
CN(C)/C=C1/Nc2ccccc2C1=O,2,8
CCc1cc(C(c2ccc(F)cc2)N2CCOCC2)c(NC(=O)c2ccccc2)s1 (stereo unspecified),-13,29
COc1ccc(C/C(=N\O)c2ccc(OC)cc2)cc1,-4,8
OC1=C(O)c2nc3cc(F)ccc3nc21,-1,20
Cc1ccnc(NC(=O)c2cccc(S(=O)(=O)N3CCCc4ccccc43)c2)c1,-12,27
Cc1cc(Nc2cc(C)on2)n2ncnc2n1,-20,11
COc1ccccc1NC(=O)CSc1nnnn1Cc1ccccc1,-1,9
O=C(O)CCC(=O)NN1C(=O)c2ccccc2NC1c1ccc(F)cc1 (stereo unspecified),3,3
CC(C)Cn1c(N)c(C(=O)COC(=O)c2cccc(Cl)c2)c(=O)n(C)c1=O,-4,6
Cc1nnc(SCC(=O)NCc2ccccc2Cl)n(N)c1=O,-6,9
C(=N\n1cnnc1)/c1ccc(OCc2ccccc2)cc1,-7,6
Cc1ccc(NC(=O)COC(=O)CCc2nc3ccccc3c(=O)[nH]2)cc1Cl,-11,12
COc1ccc(/C=C2/C(=O)OCc3cc(OC)c(OC)cc32)cc1,-6,27
O=C(CN1CCN(S(=O)(=O)c2ccc3ccccc3c2)CC1)NC(=O)NC1CCCCC1,-48,-2
Cc1ccc(/C=N\Nc2nc3ccc(Cl)cc3[nH]2)o1,-27,33
CCC(CCCO)CCC[C@H](C)CCC1OCCO1 (stereo partly specified),-20,4
COc1ccc2cc(C3=CCCCC3)ncc2c1,-17,10
CC1=NN(C(N)=S)C(=O)C1N=Nc1ccccc1C (stereo unspecified),-23,96*
COc1ccc(Cn2cc(F)c(=O)n(C)c2=O)cc1[N+](=O)[O-],-1,10
Cc1csc(NC(C)c2nc3cc(C(F)(F)F)ccc3n2CCOCCO)n1 (stereo unspecified),-6,11
CCCC(CCC)c1nc2ccncc2[nH]1,-12,26
O=Cc1cn(CC(=O)NCC2CCCO2)c2ccccc12 (stereo unspecified),-3,8
O=C(NCC(c1ccco1)N1CCCCC1)c1cccc(S(=O)(=O)Nc2ccccc2Cl)c1 (stereo unspecified),-16,25
Cc1cccc(NC(=S)Nc2cccc(C(F)(F)F)c2)n1,-16,40
CC(C)(C)OC(=O)N[C@@H](Cc1c[nH]c2ccccc12)c1nnc(SCC(N)=O)o1,-13,2
COc1ccccc1OC(C)C(=O)Nc1ccc(S(=O)(=O)N2CCN(C)CC2)cc1 (stereo unspecified),-3,12
CC(C)c1ccc(CN2CCC(C(=O)NCc3cccnc3)CC2)cc1,-16,22
Cc1cccn2c(=O)c3cc(C(=O)NCCCn4ccnc4)n(C)c3nc12,-15,32
COC(=O)c1cc(OC)c(OC)cc1NC(=O)c1ccc(Br)o1,-15,19
Cc1nnc(SCC(=O)N2CCC(C(N)=O)CC2)s1,12,5
O=C(COC(=O)c1ccccc1Br)NC1CCCC1,-29,17
COC(=O)C(COC(=O)c1c(F)cccc1F)NC(=O)c1c(F)cccc1F (stereo unspecified),-1,-10
O=C(COc1cc2oc(=O)c3c(c2cc1Cl)CCC3)NCC(O)c1ccccc1 (stereo unspecified),-15,20
CCCC/C(C)=N\NC(=O)CNS(=O)(=O)c1ccc([N+](=O)[O-])cc1,-7,30
CCc1ccc(NS(=O)(=O)c2cccc3nonc23)cc1,-12,14
O=C(Nc1ccc(O)cc1)c1ccc2c(c1)C(=O)N(N1C(=O)c3ccccc3C1=O)C2=O,-17,-2
O=S(=O)(Cc1cnc(Cl)s1)c1ccccc1,-5,8
OCCC1CN(Cc2nc(-c3ccc(F)cc3)cs2)CCN1CCc1ccccc1 (stereo unspecified),-55,9
NC1=NC(=O)/C(=C/c2cn(CCC(=O)O)nc2-c2ccc(F)cc2)S1,-7,62
COc1ccccc1-c1ccc(=O)n(CC(=O)Nc2ccc(C(=O)N3CCCC3)cc2)n1,-14,10
S=c1[nH]c(-c2ccccc2)cs1,-7,-1
CC(C)c1ccc(OCC(=O)NC(=S)Nc2ccc3c4c(cccc24)CC3)cc1,-10,12
CN(C)/C=C/C(=O)c1ccc(Oc2ccccc2)cc1,0,13
COCCNC(=O)CN(c1cc(C(F)(F)F)ccc1Cl)S(C)(=O)=O,-4,21
CC1=C/C(=N\OS(=O)(=O)c2ccccc2)C(C(C)C)=CC1=O,51*,37

# Following part:
SMILES,OX1R antag-1,OX1R antag-2
COCCn1c(SCC(=O)Nc2ccc(C(C)=O)cc2)nnc1-c1ccco1,-10,21
O=C(Nc1cccc(C(F)(F)F)c1)C1CCN(S(=O)(=O)c2cccnc2)CC1,-16,6
CCOC(=O)c1c(NC(=O)COC(=O)Cn2cnc3ccccc32)sc(C)c1C,-10,22
CN(C)C(=O)CCC(=O)N1CCCC(C(=O)c2ccc(C(F)(F)F)cc2)C1 (stereo unspecified),-19,9
CC(C)OC(=O)CCNc1n[nH]c(=O)[nH]c1=O,-13,13
CN(CCO)c1nc(NCc2ccccc2)c2cnn(C)c2n1,1,10
O=C(NCc1ccc2c(c1)OCO2)c1ccc(=O)[nH]c1,-13,4
Cc1ccc(C(=O)N/N=C/c2cn(Cc3ccccc3)c3ccccc23)cn1,-29,11
c1cc2nncn2nc1N1CCCC1,0,10
COc1ccccc1NC(=O)C(C)OC(=O)c1cc2ccccc2[nH]1 (stereo unspecified),19,18
CCN(CC)CCCC(C)NC(=O)c1ccc(C(F)(F)F)cc1 (stereo unspecified),-8,13
CC(=O)c1ccc(NC(=O)c2cc(=O)[nH]c3ccccc23)cc1,-12,4
O=C(O)CCC1(C(=O)O)OCCc2ccccc21 (stereo unspecified),8,1
O=C(CN1C(=O)CSc2ccc(C(F)(F)F)cc21)Nc1ccccc1,-15,24
CCCN1C2CCCC1CC(NC(=S)Nc1cccc(C)c1C)C2 (stereo unspecified),-9,11
Cc1ccccc1-c1cccc([C@@H]2C[C@H]3CN(Cc4cccnc4)C(=O)[C@]34CCCN24)c1,-39,0
C/C(NCc1ccccc1)=C(\C#N)C(=O)NCc1ccccc1,-18,12
CC(C)OCCCNC(=S)Nc1ccc(S(N)(=O)=O)cc1,2,7
Cc1ccc2nsnc2c1NC(=O)c1sc2ccccc2c1Cl,-16,13
O=C(NNC1=C(C(=O)C(F)(F)F)CCC1)c1ccccc1O,-3,13
N#CC(C#N)=NNc1ccc(S(=O)(=O)N2CCCCC2)cc1,1,57*
Cc1ccc2c(=O)cc(C(=O)NCCc3ccc(S(N)(=O)=O)cc3)oc2c1C,-19,2
Cc1onc(-c2ccccc2Cl)c1C(=O)OCc1nnc(-c2ccccc2)o1,-27,26
O=c1c2c(nc3n1CCS3)c1cc(F)ccc1n2Cc1cc(=O)n2cc(Cl)ccc2n1,-51,2
Cc1cc(C)nc(NS(=O)(=O)c2ccc(NC(=O)C3CC3)cc2)n1,-13,19
CC1CN(C(=S)Nc2ccc(S(N)(=O)=O)cc2)CC(C)O1 (stereo unspecified),-6,28
O=C(NCc1ccccn1)c1ccc(-c2ccccc2)cc1,-11,37
COc1cccc(NC(=O)C2(S(=O)(=O)c3ccc(Cl)cc3)CC2)c1,-23,34
CC(=O)n1cc([C@@H]2C=C(C(=O)Nc3ccccc3)O[C@H](OCCCCO)C2)c2ccccc21,-22,18
COc1cc(NC(C)=O)c2ncccc2c1NC(C)=O,8,10
COc1ccc(CC(=O)NCC2CCCN(Cc3ccc(OC)cc3F)C2)cc1 (stereo unspecified),-22,12
CCCn1c(SCC(=O)N2CCCCC2)nnc1C(C)C,-19,-1
CC(=O)Nc1ccc(NC(=O)CSc2nccn2Cc2ccc(Cl)cc2)cc1,-17,32
CC1(C)CC(=O)C(N=Nc2cc(C(F)(F)F)ccc2Cl)=C(O)C1,-30,3
Cc1ccc(NCC(=O)Nc2cccc(S(=O)(=O)N(C)C)c2)c(Cl)c1,-13,11
COCCn1c(SCC(=O)NCCCN2CCCC2=O)nc2ccccc2c1=O,-11,-2
CCCCN(CCO)CCCC,2,-3
CCN1CCN(c2ncnc3c2sc(=S)n3-c2ccccc2)CC1,-12,6
COc1ccc(CCN=C(N)NS(=O)(=O)c2cc(F)ccc2OC)cc1,-10,13
CC(C)=CC(=O)Nc1ccc(Cl)cc1,-10,4
Cc1ccc(/C=N/NC(=O)c2cccc3ccccc23)o1,3,10
Cc1ccc(S(=O)(=O)Nc2cccc(NC(=O)CN3CCCCC3)c2)cc1,-13,10
CCOC(=O)C1C(=O)Nc2nc3ccccc3n2C1C(C)C (stereo unspecified),-3,15
C=CCn1c(C)cc(C(=O)COc2nncc3ccccc23)c1C,-18,6
CC(=O)Nc1ccc(CN2CCN(C3CCCCC3)C(CCO)C2)cc1 (stereo unspecified),-12,9
Cc1cccc(CCN2CCN=C2N(C)C)c1,-7,18
CCCc1nnc(SCC(=O)N2CCCC2)n1CC1CCCO1 (stereo unspecified),-18,29
CCC(C(=O)OCC(=O)NC(=O)c1ccccc1)c1ccccc1 (stereo unspecified),-20,14
CSc1nc2ccccc2n1CC(=O)N1CCCCC1,-15,18
O=C(c1ccc(OCC2CCCO2)cc1)N1CCN(c2ccccc2)CC1 (stereo unspecified),-15,14
Nc1ccc(Oc2ccccc2F)nc1,11,31
C=C(C)C1Cc2c(C)nn(-c3ccccc3)c2C1 (stereo unspecified),-23,12

# 14 compounds already listed, sorted by heavy-atom count, low to high.
SMILES,OX1R antag-1,OX1R antag-2
CCCCN(CCO)CCCC,2,-3
CC(C)=CC(=O)Nc1ccc(Cl)cc1,-10,4
Nc1ccc(Oc2ccccc2F)nc1,11,31
Cc1cccc(CCN2CCN=C2N(C)C)c1,-7,18
C=C(C)C1Cc2c(C)nn(-c3ccccc3)c2C1 (stereo unspecified),-23,12
CSc1nc2ccccc2n1CC(=O)N1CCCCC1,-15,18
Cc1ccc(/C=N/NC(=O)c2cccc3ccccc23)o1,3,10
CCOC(=O)C1C(=O)Nc2nc3ccccc3n2C1C(C)C (stereo unspecified),-3,15
CC1(C)CC(=O)C(N=Nc2cc(C(F)(F)F)ccc2Cl)=C(O)C1,-30,3
CCC(C(=O)OCC(=O)NC(=O)c1ccccc1)c1ccccc1 (stereo unspecified),-20,14
Cc1ccc(NCC(=O)Nc2cccc(S(=O)(=O)N(C)C)c2)c(Cl)c1,-13,11
COc1ccc(CCN=C(N)NS(=O)(=O)c2cc(F)ccc2OC)cc1,-10,13
Cc1ccc(S(=O)(=O)Nc2cccc(NC(=O)CN3CCCCC3)c2)cc1,-13,10
COCCn1c(SCC(=O)NCCCN2CCCC2=O)nc2ccccc2c1=O,-11,-2
